SARS 3CLpro inh = SARS-CoV 3CLpro protease inhibitors, primary screen, biochemical, quenched FRET; recombinant SARS-CoV 3CLpro, quenched FRET peptide cleavage; inhibition, % at 6 µM; 290,000 tested, 0.14% active; AID 1706, 2009; in the data active means inhibition above about 12%
BH1578 lux ind = inducers of Vibrio cholerae quorum light production without autoinducers, primary screen, BH1578 luxS cqsA deficient, single point. V. cholerae BH1578 lux reporter, luminescence, 6 h. activation, % at 18.7 µM. 350,000 tested, 0.16% active; in the data active means activation mostly above about 9.7%, no sharp cut-off; inconclusive means no clear call, values can overlap the other calls; inactive means mostly below about 3.7%; further: not every result past the cut was called active; inactives centre near 0; reference of the scale not given here
Anthrax LF prot = Bacillus anthracis LF protease inhibitors, primary screen, biochemical, multiplex microsphere, MLPCN library; multiplex microsphere protease cleavage assay; inhibition, % at 10 µM; AID 588501, 2011; 360,000 tested, 0.12% active; Lethal factor (Bacillus anthracis), P15917; further: plate controls were buffer without enzyme for full effect and enzyme alone for no effect
PfHsp40 yeast = rescue of yeast from PfHsp40 toxicity, primary screen, S. cerevisiae, ATP luminescence; S. cerevisiae expressing PfHsp40, growth rescue; growth rescue, % at 12.5 µM; 340,000 tested, 0.68% active; in the data active means growth rescue above about 28%, passing the limit was not always enough; inconclusive means no clear call, values can overlap the other calls;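 further: yeast W303a lacking pdr1 and pdr3 grown in galactose medium; growth measured after three days at 30 °C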
BoNT-A LC inh2 = BoNT/A light chain protease inhibitors, primary screen, biochemical, flow cytometry, MLPCN library; inhibition, % at 10 µM; AID 588499, 2011; multiplex microsphere protease substrate cleavage; 360,000 tested, 0.17% active; further: plate controls were buffer without enzyme for full effect and enzyme alone for no effect
Yp Topo-I inh = Yersinia pestis topoisomerase I inhibitors, primary screen, biochemical, cleavage product accumulation, plate reader, single point; 360,000 tested, 0.064% active; DNA topoisomerase I (Yersinia pestis CO92); activity, % at 10 µM; AID 504884, 2011; Y. pestis Topo-I cleavage product accumulation; in the data active means activity above about 50%, passing the limit was not always enough; inconclusive means no clear call, values can overlap the other calls; further: inactives centre near 2
SSB-PriA inh = inhibitors of Klebsiella pneumoniae PriA binding to SSB C-terminal tail, primary screen, biochemical, AlphaScreen; 430,000 tested, 0.6% active; AlphaScreen SSBct-PriA binding, biotinylated peptide; inhibition, % at 33 µM; PriA–SSB C-terminal tail interaction (Klebsiella pneumoniae); in the data active means inhibition mostly above about 37%, no sharp cut-off; inactive means mostly below about 20%;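 further: plate controls were negative control peptide for no effect and reference peptide for full effect; strong numbers were not always called active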
VHR inh abs = VHR1 phosphatase inhibitors, primary screen, biochemical, absorbance, uHTS | Dual specificity protein phosphatase 3 (Homo sapiens), P51452 | recombinant VHR phosphatase, pNPP absorbance | inhibition, % at 13.3 µM | 290,000 tested, 0.52% active | AID 1654, 2009; in the data active means inhibition above about 50%; further: some compounds called inactive have numbers as strong as hits
CCHFV vOTU inh = CCHFV vOTU protease inhibitors, primary screen, biochemical, Pep-AMC substrate, fluorescence. Crimean-Congo hemorrhagic fever virus L polyprotein viral ovarian tumor (vOTU) protease …. inhibition, % at 11.5 µM. 370,000 tested, 0.55% active. AID 651958, 2012; in the data active means inhibition above about 30%; further: 0% = vehicle wells with enzyme and 100% = no enzyme wells
TcdB inh = TcdB glycohydrolase inhibitors, primary screen, biochemical, single point, plate reader | Toxin B (Clostridioides difficile), P18177 | TcdB glycohydrolase enzymatic assay | inhibition, % at 9.99 µM | 350,000 tested, 0.24% active | AID 652162, 2013; in the data active means inhibition above about 10%
Numbers without * were called inactive; i = inactive; u = inconclusive; x = no result given. Unless noted, no stated cut-off is given here; in the data, active means inhibition above about 30%; inconclusive means no clear call, values can overlap the other calls; inactive means below that.

Fields – SARS 3CLpro inh, BH1578 lux ind, Anthrax LF prot, PfHsp40 yeast, BoNT-A LC inh2, Yp Topo-I inh, SSB-PriA inh, VHR inh abs, CCHFV vOTU inh, TcdB inh
- Brc1ccc(-c2noc(-c3ccccc3)n2)o1
 : 1, i, 0, 0.9, -0.5, 7, -13, 25, -8, 0.8
- CCn1c(=O)c2sccc2n(Cc2cc(C(=O)OC)ccc2OC)c1=O
 : -11, -0.3, 2, 0.6, -1.4, 3, -12, 20, -9, 0.8
- CCN(CC)c1ccc(/C=N/NC(=O)CN2CCCc3ccccc32)cc1
 : 3, -1.2, -2, 0.4, -0.1, 14, x, 0, 4, -1.1
- COc1ccccc1NC(=O)CN(C)S(=O)(=O)c1ccc(F)cc1
 : 4, i, 0, 0.3, -0.1, 1, -5, 18, 0, x
- O=C(CSc1nnc(-c2ccc(Cl)cc2)o1)NNC(=O)c1ccncc1
 : x, i, -5, -0.5, 2.2, -3, -8, x, -9, 1.5
- CC1CCN(C(=O)CCc2nnc(-c3ccccc3)o2)CC1
 : 3, -0.1, -10, -0.5, 0.0, 7, -6, 2, 0, 1.1
- O=C(/C=C/c1cc([N+](=O)[O-])ccc1OC(F)F)Nc1cccc2ccccc12
 : 2, -0.2, 1, -0.1, -0.4, -14, -4, 30, -5, 1.2
- O=C(c1ccc(Cl)c(Cl)c1)N1CCC(=O)N(C(COCc2ccc(Cl)cc2)Cc2ccccc2)CC1 (configuration not stated)
 : 3, i, 0, 30*, -0.2, 41, -48, 16, 11, 5.1
- CCN(CC)c1c([N+](=O)[O-])c(=O)oc2ccccc12
 : 4, -0.3, -4, -0.3, 0.7, 1, -9, 14, -13, -0.9
- O=C(c1ccc(N2CCCC2)c([N+](=O)[O-])c1)N1CCN(c2ccccn2)CC1
 : 6, -0.4, -1, 0.3, -0.1, 18, 12, 12, 5, 2.0
- O=C1C=C(NNC(=O)c2ccncc2)CC(c2ccccc2)C1 (configuration not stated)
 : 3, -0.2, -4, -0.7, -0.1, -9, -14, 17, 7, -1.9
- CCN(C(=O)c1cc(S(=O)(=O)N2CCCC2)ccc1C)C1CCS(=O)(=O)C1 (configuration not stated)
 : x, i, 0, -1.2, -1.4, -6, -13, x, 0, 0.9
- O=C(O)c1cnnc2ccccc12
 : x, i, -5, 0.2, 0.4, -2, -1, x, 7, -0.6
- COc1ccccc1C(=O)N(Cc1ccccc1)c1ccc(C)cc1
 : 6, -0.6, -1, 1.3, -2.4, 35, -14, 6, 2, 0.5
- Cc1ccc2[nH]c(=O)c(CN(CCCN3CCOCC3)C(=O)Nc3cccc(Cl)c3)cc2c1
 : -1, i, -1, -0.7, 0.2, 22, -5, 7, -5, 0.9
- CCOc1ccc(CN(C)C(=O)CN2C(=O)NC3(CCCc4ccccc43)C2=O)cc1 (configuration not stated)
 : x, i, 0, -1.2, -0.2, 19, -2, x, -2, 1.2
- CN1CCN(C(=O)c2ccc(-c3cnc4cccnn34)cc2)CC1
 : x, i, 0, x, -0.2, -8, x, x, -136, 0.0
- Cc1ccc(C)n1CCN1CCN(S(=O)(=O)c2ccc(F)cc2F)CC1
 : -1, -0.5, -3, -1.0, 0.1, 1, -4, 10, -16, 0.3
- Cn1cccc1Cc1nnc(SCC(=O)NCC2CCCO2)n1CCc1ccccc1 (configuration not stated)
 : 3, -2.4, -8, -1.5, u, 7, 11, 28, -4, x
- COc1ccc(NS(=O)(=O)c2cc(C)ccc2C)cc1
 : -2, x, -1, 1.1, -2.0, 6, -3, 34, 2, x
- COc1ccccc1NC(=O)c1ccc(Cl)c(S(=O)(=O)NCc2ccco2)c1
 : x, i, 0, -0.6, -5.4, -4, -1, x, 33*, 0.7
- CCC(C)(C(=O)NC1CCCC1)N(C(=O)CC1NC(=O)NC1=O)c1c(C)n(C)n(-c2ccccc2)c1=O (configuration not stated)
 : 2, -0.2, -2, 0.6, -0.8, 4, -8, 4, -14, 0.8
- O=C(c1ccc(F)cc1F)N1CCC(N2CCC(C(=O)N3CCOCC3)CC2)CC1
 : -6, -0.9, 0, 0.2, -3.3, -1, 6, 29, 7, 0.5
- CCOc1ccc(N2CC(C(=O)NCC(=O)Nc3ccc(F)c(F)c3F)CC2=O)cc1 (configuration not stated)
 : x, i, -3, -1.1, -4.2, 3, -18, x, -2, 0.5
- O=C(NCc1ccccc1)N1CCC(CO)(Cc2cccc(F)c2)CC1
 : 2, i, -6, 0.0, -1.1, 14, 1, 1, -4, -0.6
- COc1cc(/C=N/NC(=O)c2ccc(F)cc2)ccc1OC(=O)c1ccco1
 : 6, -0.3, 1, -1.4, -0.4, 12, x, -6, 5, 0.9
- O=C(Nc1ccccc1)OC[C@@H]1C=CS(=O)(=O)N1Cc1ccc(Br)cc1
 : x, x, -1, x, -0.2, x, x, x, -9, 1.5
- N#Cc1ccc(C(=O)OCC(=O)Nc2cccc(S(=O)(=O)N3CCCCC3)c2)cc1
 : x, 1.5, -7, 0.8, 2.1, 3, -1, x, 22, 1.2
- CCn1cc(C(=O)NCC2CCCO2)c(=O)c2cc(S(=O)(=O)N(C)C)ccc21 (configuration not stated)
 : -1, -0.4, 5, -1.2, 0.4, 5, -9, 29, 10, 0.3
- COCc1cc(C)nc(OCC(=O)N/N=C/c2ccc(O)cc2)c1C#N
 : 2, -0.3, -2, 0.0, 1.1, -7, x, 39, 2, x
- COc1ccc(C(=O)N2CCC(n3nccc3NC(=O)C3CC3)CC2)cc1F
 : 9, i, -2, -0.9, 0.9, 8, 1, 2, -6, -0.4
- CC1(C)CC2(OC2c2ccccc2[N+](=O)[O-])C(=O)c2ccccc21 (configuration not stated)
 : x, i, 0, x, -0.1, 2, x, x, -6, 0.6
- Cc1c(Cl)c([N+](=O)[O-])nn1CCCC(=O)Nc1cccc(Cl)c1Cl
 : -7, -1.4, -3, 0.9, 1.4, -1, 5, 8, 4, x
- Cc1cccc(Cc2ccc(Cl)nn2)c1
 : 8, -0.5, -5, -1.3, 1.9, -10, -14, 19, -3, 1.8
- N#CCCN(Cc1ccccc1)C(=O)c1nccnc1C(=O)O
 : -1, 1.6, 16, 1.4, 1.7, 1, -12, -9, -15, 2.0
- COc1ccc(CCNC(=O)Cn2ccc3cc(S(=O)(=O)N4CCCC4)ccc32)cc1OC
 : -4, -5.6, -3, -0.6, 1.2, 7, 1, 16, -4, -0.5
- C=CCNc1nc(-c2ccc(O)c(C(N)=O)c2)cs1
 : 2, 0.0, -2, 0.0, 0.7, -6, 10, -2, 8, x
- CCOc1ccc(OCCCCn2ccnc2)cc1
 : 8, -0.2, -1, 0.3, 0.6, -5, 1, -4, -6, -0.3
- COc1ccc(C(=O)CSc2nnc(-c3ccc(C)cc3)o2)cc1
 : 1, -0.4, -2, -1.1, -8.4, 0, -2, -12, -3, x
- Cc1cc(C(=O)CSc2nncs2)c(C)n1-c1c(C)n(C)n(-c2ccccc2)c1=O
 : -1, i, 5, -1.8, u, 5, -1, 10, -7, x
- COc1ccc(C(CNC(=O)c2ccc(OCc3ccccc3)cc2)N2CCOCC2)cc1 (configuration not stated)
 : x, -4.2, 2, 1.5, 1.7, 16, -5, x, 21, 1.8
- CCc1cc(C(=O)N2CCCC(C(=O)c3ccc(Cl)cc3)C2)no1 (configuration not stated)
 : -2, i, 1, -0.3, 0.4, 17, 0, 4, -3, 1.4
- COc1ccccc1NC(=O)Cn1cc(C(=O)C(=O)N2CCOCC2)c2ccccc21
 : 12, -0.8, -3, 1.9, -0.9, -1, -8, 24, 6, 3.2
- OC[C@@H]1[C@@H](c2ccccc2)C(c2cccc(Cl)c2)=NN1c1ccccc1
 : x, i, -2, 3.5, 0.0, -26, -7, x, -19, -1.2
- O=C(COC(=O)c1cccc(Br)c1)NCCC1=CCCCC1
 : -3, -0.5, 0, -0.8, -0.5, -8, 5, 0, 3, 1.5

Some of the entries so far, comma-delimited.
molecule,SARS 3CLpro inh,BH1578 lux ind,Anthrax LF prot,PfHsp40 yeast,BoNT-A LC inh2,Yp Topo-I inh,SSB-PriA inh,VHR inh abs,CCHFV vOTU inh,TcdB inh
CCC(C)(C(=O)NC1CCCC1)N(C(=O)CC1NC(=O)NC1=O)c1c(C)n(C)n(-c2ccccc2)c1=O (configuration not stated),2,-0.2,-2,0.6,-0.8,4,-8,4,-14,0.8
CCOc1ccc(CN(C)C(=O)CN2C(=O)NC3(CCCc4ccccc43)C2=O)cc1 (configuration not stated),x,i,0,-1.2,-0.2,19,-2,x,-2,1.2
COc1ccccc1NC(=O)Cn1cc(C(=O)C(=O)N2CCOCC2)c2ccccc21,12,-0.8,-3,1.9,-0.9,-1,-8,24,6,3.2

Next entries.
Fields – SARS 3CLpro inh, BH1578 lux ind, Anthrax LF prot, PfHsp40 yeast, BoNT-A LC inh2, Yp Topo-I inh, SSB-PriA inh, VHR inh abs, CCHFV vOTU inh, TcdB inh
- O=C1CCC[C@@H]2C[C@@]3(C[C@@H]4CCN1[C@H]24)Nc1cc(Cl)c(Cl)cc1NC3=NCc1ccccc1
 : x, -1.2, 3, 0.9, 0.5, 2, 35, x, -12, -0.2
- Cc1ccccc1-n1ncc(C(C)NC(=O)c2ccccc2)c1C (configuration not stated)
 : 1, 0.9, -2, -0.9, 0.4, -1, 2, 27, -2, 0.5
- Cc1ccc(C)c(NC(=O)C2CCN(C(=O)c3cccs3)CC2)c1
 : 2, -0.3, -7, 1.5, 0.6, 1, 9, 26, 6, -0.3
- COC(=O)COc1ccc(-n2cnnn2)cc1
 : 5, -0.5, -1, 0.6, 1.2, -14, -7, 12, 1, 0.6
- Cc1ccc(NC(=O)CN(C)C(=O)CSc2nnc(C)s2)cc1
 : x, -5.7, -4, -0.9, -0.2, 1, -4, x, 2, 1.8
- O=C(CN1CCN(Cc2ccc(F)cc2Cl)C1=O)NCc1cccs1
 : 2, -0.4, -1, 0.9, 0.7, 9, -1, -17, 2, 1.3
- Cc1[nH]c2ccc(F)cc2c1CCN(Cc1ccncc1)C(=S)Nc1ccccc1
 : 0, -0.3, -2, 0.4, -1.1, 3, 10, 16, 11, 6.5
- Cc1ccc(N=C2NC(=O)S/C2=C\c2ccco2)cc1
 : 4, -2.0, -1, 0.1, -0.3, -13, 9, 13, 2, -0.1
- O=C(COC(=O)CCc1c[nH]c(=O)[nH]1)Nc1cccc(Cl)c1
 : 0, -1.4, -4, 0.2, 1.5, -1, -15, -15, -3, -1.5
- Cc1nc(Cc2nnc(SC(C)C(=O)N3c4ccccc4NC(=O)C3(C)C)o2)cs1 (configuration not stated)
 : x, i, -1, -0.4, 0.9, 7, -1, x, 19, -2.6

Only part of the results is shown. The share of hits here may be higher or lower than overall.
